TRHR ag = qHTS for Small Molecule Agonists and Allosteric Enhancers of Human TRH Receptor: Primary Screen for Agonists; Thyrotropin-releasing hormone receptor (Homo sapiens), P34981; TRHR cells, calcium flux fluo-8, FDSS agonist mode; activation, % at 2 µM; 360,000 compounds, 0.18% hits; further: 0% is about no effect
Target sequence (P34981 whole entry, looked up): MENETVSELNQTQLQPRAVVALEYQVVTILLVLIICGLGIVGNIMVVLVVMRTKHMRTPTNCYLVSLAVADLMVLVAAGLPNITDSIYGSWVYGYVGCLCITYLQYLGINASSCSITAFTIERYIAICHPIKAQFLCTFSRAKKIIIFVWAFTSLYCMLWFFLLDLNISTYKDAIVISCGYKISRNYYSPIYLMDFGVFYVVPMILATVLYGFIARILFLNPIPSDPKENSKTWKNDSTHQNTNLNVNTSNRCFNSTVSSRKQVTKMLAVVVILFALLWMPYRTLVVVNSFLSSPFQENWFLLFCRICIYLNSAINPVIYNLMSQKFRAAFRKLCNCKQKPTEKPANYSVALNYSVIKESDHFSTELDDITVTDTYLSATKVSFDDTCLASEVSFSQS
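Read-out: compound-evoked intracellular calcium rise in TRHR cells, fluo-8 dye, kinetic FDSS fluorescence at 1 s/cycle following a 10-cycle baseline. Cells cultured overnight before dye loading (30 min–1.5 h, RT).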
TRHR PAM = qHTS for Small Molecule Agonists and Allosteric Enhancers of Human TRH Receptor: Primary Screen for Enhancers | Thyrotropin-releasing hormone receptor (Homo sapiens), P34981 | TRHR cells, fluo-8 calcium fluorescence, EC20 TRH enhancement | enhancement, % at 2 µM | 360,000 compounds, 0.66% hits; in the data active means enhancement above about 30%; further: 0% is about no effect
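TRHR-expressing cells loaded with fluo-8 calcium dye were read kinetically (ex 480/em 530) during compound addition, then stimulated with an EC20 of TRH (10 nM final). Enhancement of the Gq-mediated intracellular calcium response was scored.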
D2 PAM = HTS Assay for Positive Allosteric Modulators of the Human D2 Dopamine Receptor: Primary Screen for Potentiators. D(2) dopamine receptor (Homo sapiens), P14416. HEK293 T-REx D2, calcium flux, EC20 dopamine potentiation. potentiation, % at 10 µM. 340,000 compounds, 0.34% hits. AID 485347, 2010;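 active means potentiation over 3 SD above the plate norm, cut at about 30% in these data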; further: 0% is about no effect
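Tetracycline-induced HEK293 T-REx cells force-coupled to calcium signalling expressed D2; compounds were pin-added after a 10 s baseline, read kinetically 180 s, then an EC20 dopamine challenge followed with a further 180 s calcium read.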
D2 agonist = HTS Assay for Allosteric Agonists of the Human D2 Dopamine Receptor: Primary Screen for Agonists; 340,000 compounds, 0.53% hits; HEK293 T-REx D2 cells, calcium flux agonist mode; activation, % at 2 µM; D(2) dopamine receptor (Homo sapiens), P14416;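 active means activation over 3 SD above normal in the single-dose calcium agonist read, cut at about 30% in these data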; further: 0% is about no effect
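In this primary screen, compounds producing a positive calcium signal within 180 s of addition to tetracycline-induced, force-coupled HEK293 Trex D2 cells are flagged; cells are dye-loaded with a no-wash calcium kit beforehand.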
D1 PAM = Potentiators of Human D1 Dopamine Receptor: qHTS. potentiation, % at 10 µM. D(1A) dopamine receptor (Homo sapiens), P21728. AID 504651, 2011. HEK293 TREx D1 cells, calcium flux, dopamine EC20 potentiation. 360,000 compounds, 0.036% hits; in the data active means potentiation above about 30%; further: 0% is about no effect
Target sequence (P21728 whole entry, looked up): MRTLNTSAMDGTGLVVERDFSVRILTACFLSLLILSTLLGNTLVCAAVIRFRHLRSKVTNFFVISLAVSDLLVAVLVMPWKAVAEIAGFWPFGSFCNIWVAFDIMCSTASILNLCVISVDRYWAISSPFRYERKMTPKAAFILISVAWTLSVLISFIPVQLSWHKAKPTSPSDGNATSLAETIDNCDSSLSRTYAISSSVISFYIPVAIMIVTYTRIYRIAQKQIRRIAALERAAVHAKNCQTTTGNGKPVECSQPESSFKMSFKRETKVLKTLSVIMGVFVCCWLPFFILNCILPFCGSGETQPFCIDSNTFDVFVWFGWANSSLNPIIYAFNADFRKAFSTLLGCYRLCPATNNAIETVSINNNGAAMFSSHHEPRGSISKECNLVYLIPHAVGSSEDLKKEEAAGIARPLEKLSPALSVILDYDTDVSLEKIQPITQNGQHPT
D2 antagonist = HTS Assay for Allosteric Antagonists of the Human D2 Dopamine Receptor: Primary Screen for Antagonists. inhibition, % at 10 µM. 340,000 compounds, 2% hits. AID 485344, 2010. HEK293 TREx D2 cells, calcium flux, dopamine EC80. D(2) dopamine receptor (Homo sapiens), P14416; in the data active means inhibition above about 30%; further: 0% is about no effect
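Measurement of antagonist activity uses fluorescent calcium dye in inducible HEK293 T-REx D2 cells: 10 s baseline, compound addition with 180 s read, EC80 dopamine addition with a further 180 s read.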
D1 antag = Antagonist of Human D 1 Dopamine Receptor: qHTS; HEK293 TREx D1 cells, calcium flux, dopamine EC80; stronger effect = lower value; 360,000 compounds, 3.2% hits; activity change, negative = inhibition, % at 10 µM; D(1A) dopamine receptor (Homo sapiens), P21728; in the data active means activity change below about -30%; further: on the % scale 0 is the no-effect control and ±100 the full control effect
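HEK293 T-REx cells expressing inducible, force-coupled D1 receptor; no-wash Ca dye, 30–90 min RT. Cmpd → 180 s read at 1 Hz → EC80 DA → 180 s read.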
D1 agonist = Allosteric Agonists of the Human D1 Dopamine Receptor: qHTS; AID 504660, 2011; 360,000 compounds, 1% hits; activation, % at 2 µM; HEK293 T-REx D1 cells, calcium flux, agonist mode; further: 0% is about no effect
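Inducible HEK293 T-REx D1 cells, force-coupled to calcium signalling, were plated at 4000 cells/well with tetracycline and held overnight at 30 C. After no-wash calcium dye loading, compound-evoked calcium rise over 180 s flagged agonists.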
RXFP1 antagonist = qHTS Assay for Antagonists of the Relaxin Receptor RXFP1; Relaxin receptor 1 (Homo sapiens), Q9HBX9; HEK293-RXFP1, relaxin-stimulated cAMP HTRF, 30 min; stronger effect = lower value; activity change, negative = inhibition, % at 57.5 µM; 350,000 compounds, 0.59% hits; AID 1259400, 2018;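 active means activity change of -60% or lower, but not beyond a set lower limit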; further: on the % scale 0 is the no-effect control and ±100 the full control effect
An asterisk follows results filed as active; x = not tested or not shown. Unless noted, no stated cut-off is given here; in the data, active means activation above about 30%; inactive means the rest.

Each structure is followed by: TRHR ag, TRHR PAM, D2 PAM, D2 agonist, D1 PAM, D2 antagonist, D1 antag, D1 agonist, RXFP1 antagonist
1: O=c1c(S(=O)(=O)c2ccc(Cl)cc2)cn(Cc2ccccc2F)c2ccc(F)cc12
  0.4, -12, 2, 0.3, 4, 9, -6, 8, 10
2: Cc1c(C(=O)N(Cc2ccc(Cl)cc2)C2CCS(=O)(=O)C2)oc2ccccc12 (configuration not stated)
  0.6, -1, -12, 0.6, -1, 19, 21, -1, -23
3: O=C(C1CCCN(Cc2ccccc2F)C1)N1CCCC1 (configuration not stated)
  -1.3, 8, 7, -1.0, -3, -10, -20, -1, -10
4: CC1CCCN(CCCNC(=O)Cn2ncc3c([nH]c4ccccc43)c2=O)C1 (configuration not stated)
  0.3, 8, 2, -0.1, 1, x, -12, -1, 0
5: COc1ccc(C(=O)NC2CCCc3c2cnn3-c2cc(F)cc(F)c2)c(OC)c1OC (configuration not stated)
  -0.8, 2, -5, -0.9, -3, -2, -10, 6, 2
6: C=CCN1CCN(C(CCC)c2nnnn2Cc2ccco2)CC1 (configuration not stated)
  -0.3, -8, -6, 0.1, -7, 14, -6, 2, 1
7: O=c1[nH]n(Cc2ccccc2)c(=O)c2ccccc12
  -0.2, 22, 29, 0.3, -3, 0, -4, 7, -18
8: CCc1ccccc1NC(=O)CN1CCN(CC(=O)NCc2ccc(Cl)cc2)CC1
  -0.5, 3, 12, 0.3, -3, -34, -29, 3, -14
9: Cc1ccc(S(=O)(=O)Nc2cccc(-c3ccc(N4CCC(C)CC4)nn3)c2)s1
  -0.1, 5, -1, -0.3, 11, x, -9, 4, -13
10: CCn1cc(C(=O)NCc2ccco2)c(=O)c2cc(S(=O)(=O)N3CCCC3)ccc21
  0.1, -7, -3, -0.9, -1, 6, 4, -3, -18
11: COc1ccccc1N1CCN(C(=O)C2CCN(C(=O)c3ccccc3C)CC2)CC1
  0.1, 3, -1, 0.2, 0, -4, 13, 1, 2
12: CCN1CCN(Cc2c3ccccc3cc3ccccc23)CC1
  0.6, 25, 1, 0.9, 4, 3, 24, 3, -60*
13: O=C(COC(=O)C1CCN(S(=O)(=O)c2cccs2)CC1)Nc1ccc(F)c(F)c1F
  0.4, -5, -1, 2.5, -5, -15, -36*, 10, -3
14: O=C1NC(=S)N/C1=C/c1ccc(-c2c(Br)cc([N+](=O)[O-])cc2Br)o1
  1.8, -5, x, x, -2, x, -7, 11, x
15: CCC(=O)N1N=C2CC(C)(C)OCC2C1c1ccccc1 (configuration not stated)
  -0.1, -5, -14, 0.1, -5, 7, -15, 1, -4
16: Cc1ccccc1N(CC(=O)Nc1ccc(F)cc1)S(C)(=O)=O
  0.3, -5, -4, 0.5, -4, 7, -8, 1, 0
17: CN(Cc1cccs1)C(=O)CCc1ccc(S(=O)(=O)N2CCOCC2)cc1
  -2.3, -2, 0, -0.7, -3, -8, -4, 5, -3
18: O=C(CCc1c[nH]c2ccccc12)NCC(=O)Nc1ccc(F)c(F)c1F
  0.7, 2, 5, 3.6, -4, -3, 7, 1, -12
19: COc1ccc(N(CC(=O)Nc2ccc(OC)cc2OC)S(=O)(=O)c2ccccc2)cc1
  -0.1, -1, 9, 1.1, 5, -24, -8, 2, -22
20: O=c1[nH]c2cc3c(cc2cc1C(c1nnnn1Cc1ccccc1)N1CCN2CCCC2C1)OCCO3 (configuration not stated)
  1.1, 8, -10, 0.0, -9, -8, -1, 4, 4
21: CCCn1nc(C(=O)NNC(=O)c2cccc(S(=O)(=O)NC(C)C)c2)c2ccccc2c1=O
  -1.5, -1, 7, 0.3, -3, -2, -14, 2, -17
22: Cn1cccc1C(=O)NC(=O)COC(=O)C12CC3CC(CC(O)(C3)C1)C2
  -0.1, -10, 4, -0.4, -2, 15, 7, 2, 11
23: CCn1c(O)c(N=NC(=O)CNC(=O)c2ccccc2F)c2ccccc21
  -2.7, 3, 14, 0.2, -2, -3, 8, 1, -11
24: CCOC(=O)c1c(C)[nH]c(C)c1C(=O)COC(=O)[C@@H]1CCCN1S(=O)(=O)c1ccc(Cl)cc1
  0.1, 1, 10, 0.0, 12, 2, 13, 1, -5
25: Cc1cc(C)c2c(=O)cc(C(=O)Nc3ccc(S(=O)(=O)N(C)Cc4ccccc4)cc3)oc2c1
  0.5, 4, -11, 0.9, 4, x, 2, 1, 7
26: COc1ccc(/C=c2\sc3nc(-c4ccccc4OC)nn3c2=O)c(OC)c1
  0.1, -2, -10, 0.8, -3, 1, 3, 4, 5
27: COc1cccc(-n2c(SCC(=O)Nc3ccc(F)cc3F)nc3c([nH]c4ccccc43)c2=O)c1
  0.6, 26, 1, -1.6, -2, x, -1, 3, 6
28: CCOC(=O)N1CCN(C/C(Cl)=C/c2ccccc2)CC1
  -0.3, 6, -21, 49*, -5, 8, 7, -2, -30
29: Cc1cc(=O)oc2cc(OC(C)C(=O)N3CCCc4ccccc43)ccc12 (configuration not stated)
  -1.5, 4, 5, 0.1, 12, 1, -3, 0, 0
30: COc1cccc(/C=C2\C(=O)C(=O)c3ccccc32)c1
  0.3, 18, -12, -0.3, -3, -2, -21, 0, -9

The closing 2 compounds of the part above open the next one.
Each structure is followed by: TRHR ag, TRHR PAM, D2 PAM, D2 agonist, D1 PAM, D2 antagonist, D1 antag, D1 agonist, RXFP1 antagonist
29: Cc1cc(=O)oc2cc(OC(C)C(=O)N3CCCc4ccccc43)ccc12 (configuration not stated)
  -1.5, 4, 5, 0.1, 12, 1, -3, 0, 0
30: COc1cccc(/C=C2\C(=O)C(=O)c3ccccc32)c1
  0.3, 18, -12, -0.3, -3, -2, -21, 0, -9
31: COc1ccc(C(=O)C[n+]2cccc(C)c2C)cc1[N+](=O)[O-]
  0.1, 11, -35, 0.4, 1, 59*, 3, 2, -5
32: COC(=O)c1c(C)oc2ccc(N(C(=O)c3ccncc3)S(=O)(=O)c3c(C)cc(C)cc3C)cc12
  1.8, 0, -1, 1.6, 2, x, 19, 5, -7
33: CC(C)OP(=O)(OC(C)C)C(Nc1ccccc1)c1ccccc1C(F)(F)F (configuration not stated)
  0.3, 0, 3, 1.3, -2, -9, 3, 3, 3
34: CC(C)CNC(=O)CSc1nnc(-c2ccccn2)n1Cc1ccccc1
  -0.4, -1, -3, -1.0, 5, -5, -10, 2, -5
35: CCOC(=O)/C(C#N)=C/c1cccc([N+](=O)[O-])c1
  1.1, -4, 2, 1.1, 1, -9, 10, 3, 18
36: CCC(C(=O)N/N=C/c1cccnc1)c1ccccc1 (configuration not stated)
  0.6, 16, -3, 0.2, -3, -8, 1, 3, 6
37: CCC(=O)Nc1ccc(C(=O)Nc2ccc(Br)cc2F)cc1
  1.6, 40*, 1, -0.9, -1, -10, 1, 3, -6
38: Cc1noc(NC(=O)c2ccccc2Cl)c1C#N
  0.4, -3, -4, 0.4, 1, 1, 16, 7, -8
39: CC1CCN(CC(=O)N2CCN(c3ccccc3)CC2)CC1
  0.3, 5, 0, -0.1, 0, 1, -5, 2, 6
40: COc1ccc(-c2nc(CCNC(=O)c3ccccc3)cs2)cc1OC
  16, 3, 11, x, -7, x, 5, 0, -22
41: COc1cc2nc(-c3ccc(Br)o3)oc(=O)c2cc1OC
  -0.5, 0, 3, -0.3, -5, -9, 26, 3, 2
42: O=S1(=O)C=CC(Nc2ccccc2)C1 (configuration not stated)
  0.2, -3, 0, 0.4, -1, -14, -16, 2, -12
43: COc1ccc(C2CC2/C(=N/O)c2ccccn2)cc1 (configuration not stated)
  -0.1, 0, 12, 0.9, -4, -5, -14, 4, -11
44: Cc1nc(SC(C(N)=O)c2ccccc2)c(C#N)c(C)c1C (configuration not stated)
  0.3, 12, -6, 9.1, -1, -4, 1, 2, -4
45: CCN(CC#CCC(O)(c1ccccc1)c1ccccc1)C(C)C
  0.0, -9, -10, x, -2, x, -6, 7, -1
46: COC(=O)CS(=O)(=O)c1ccc(C)cc1
  1.1, 4, -4, 1.1, -8, -4, -3, 2, 3
47: CCN(CC)C(=O)Cn1cc(SCC(=O)Nc2ccccc2F)c2ccccc21
  -0.4, 3, 3, 0.5, -5, x, -14, 10, -13
48: O=C(OCc1nnc(-c2ccc([N+](=O)[O-])cc2)o1)C1CCN(C(=O)c2ccc(F)cc2)CC1
  1.0, -2, 6, 0.3, -3, 35*, -8, 6, 5
49: CC1(C)CC(CCC(=O)NC(=S)Nc2ccccc2Cl)C(=O)O1 (configuration not stated)
  -1.1, -1, 4, 2.2, -4, 10, -2, 6, 5
50: O=C(Nc1cccnc1)c1cnc2ccccc2n1
  -1.3, -10, 0, 1.2, 11, -13, 2, 0, -17
51: COc1cc(C(=O)COC(=O)CNC(=O)C2CCCCC2)cc(OC)c1OC
  0.3, 7, -3, -0.5, 1, -13, -7, 0, -2
52: N#CCSc1nc2ccccc2c(=O)n1C1CCCCC1
  0.0, -4, 9, -0.4, 5, 1, 4, -1, 1
53: [N-]=[N+]=N[C@@H](CCN1CC[C@H](O)CCC1=O)c1ccccc1
  0.0, 1, 7, 0.1, 5, 15, 4, 2, x

Compound profiles, as listed above:
`CCN(CC#CCC(O)(c1ccccc1)c1ccccc1)C(C)C` across the screens: TRHR ag: 0.0; TRHR PAM: -9; D2 PAM: -10; D2 agonist: x; D1 PAM: -2; D2 antagonist: x; D1 antag: -6; D1 agonist: 7; RXFP1 antagonist: -1
`COC(=O)c1c(C)oc2ccc(N(C(=O)c3ccncc3)S(=O)(=O)c3c(C)cc(C)cc3C)cc12` across the screens: TRHR ag: 1.8; TRHR PAM: 0; D2 PAM: -1; D2 agonist: 1.6; D1 PAM: 2; D2 antagonist: x; D1 antag: 19; D1 agonist: 5; RXFP1 antagonist: -7

Screens as filed in PubChem BioAssay.
